# Bioassay records: PubChem BioAssay, Broad Institute
# LGR2 inh: Drosophila LGR2 receptor signaling inhibition | HEK293 LGR2, CRE-luciferase, bursicon-stimulated, 4 h | 380,000 tested, 0.35% active | inhibition, % at 9.99 µM;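 active = drop in luminescence signal, shown as inhibition above about 50% in the replicate tests, limit read from the data, passing the limit was not always enough; inconclusive = probably only some replicates passing the limit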;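 also: agonist challenge used bursicon conditioned medium at about half maximal strength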
# SIRT5 block: blocks human SIRT5 desuccinylation of peptide; inhibition, % at 15 µM; 330,000 tested, 1.1% active; Purified SirT5, succinyl-peptide AMC, trypsin-coupled fluorescence; Q9NXA8; in the data active = inhibition above about 15%; inconclusive = no clear call, values can overlap the other calls
# Target sequence (Q9NXA8 whole entry, looked up): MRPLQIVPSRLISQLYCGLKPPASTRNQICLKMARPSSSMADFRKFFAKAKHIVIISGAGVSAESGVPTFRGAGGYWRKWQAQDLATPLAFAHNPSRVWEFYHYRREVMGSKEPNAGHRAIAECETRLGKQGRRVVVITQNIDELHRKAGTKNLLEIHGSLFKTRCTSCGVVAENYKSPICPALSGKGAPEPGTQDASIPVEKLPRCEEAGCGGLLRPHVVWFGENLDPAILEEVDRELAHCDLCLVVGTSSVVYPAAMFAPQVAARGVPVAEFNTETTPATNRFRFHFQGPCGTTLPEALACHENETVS
# DENV2 CPE rescue: protects cells from dengue virus 2 cytopathic effect; DENV2-infected cells, cytopathic effect rescue, plate reader; 350,000 tested, 1.7% active; CPE inhibition, % at 9.99 µM; AID 651640; in the data active = CPE inhibition above about 20%, passing the limit was not always enough; inconclusive = no clear call, values can overlap the other calls; tested in BHK-21 cells;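 also: 0% = median of neutral control wells and 100% = median of positive control wells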
# EWS-Fli block: EWS/Fli transcriptional activity inhibition; A673 NR0B1-luciferase reporter, viability-normalised; inhibition, % at 12.6 µM; 350,000 tested, 0.67% active; AID 651661;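 active = mean inhibition of at least 50% after viability correction, with every replicate also passing that limit; inconclusive = mean reaches 50% but only one of two replicates passes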;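 also: firefly luciferase signal divided by Alamar Blue viability fluorescence both relative to DMSO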
# PAX8 reporter: lowers PAX8-driven luciferase in RMG-I cells. 360,000 tested, 1.2% active. RMG-I TPO-luciferase reporter, SteadyGlo, 24 h. AID 652154. inhibition, % at 12.6 µM;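 active = mean replicate inhibition at least 60% with every replicate also reaching 60%; inconclusive = only one of the two criteria is met; inactive = mean below 60% and not all replicates reaching 60%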;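 also: luciferase light reporting Pax8 driven TPO promoter activity; plate controls were median of neutral control wells for no effect and mitoxantrone controls for full effect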
# CASP6 VEID inh: caspase-6 (human) enzyme inhibition | P55212 | purified caspase-6, Z-VEID-R110 cleavage fluorescence | inhibition, % at 12.5 µM | 350,000 tested, 0.53% active;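 active = mean inhibition across replicates at least about 35%, with every replicate also reaching that limit, limit read from the data; inconclusive = only one of the two criteria met; inactive = neither criterion met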;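 also: 0% = median of neutral control wells and 100% = no fluorescence left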
# Target sequence (P55212 24-179 limits assumed): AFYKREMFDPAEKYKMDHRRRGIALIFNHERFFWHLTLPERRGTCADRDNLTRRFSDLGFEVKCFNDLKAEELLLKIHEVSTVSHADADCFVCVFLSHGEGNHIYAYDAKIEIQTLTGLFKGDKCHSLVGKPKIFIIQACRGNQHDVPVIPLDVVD
# Target sequence (P55212 194-293 limits assumed): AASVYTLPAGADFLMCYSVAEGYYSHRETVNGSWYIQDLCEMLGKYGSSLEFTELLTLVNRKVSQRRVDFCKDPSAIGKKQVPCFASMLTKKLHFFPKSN
# ARNT TACC3 PPI: ARNT/TACC3 interaction disruption; 390,000 tested, 0.66% active; AID 623870; AlphaScreen His-ARNT PAS-B/GST-TACC3 binding, luminescence; TACC3 fragment carries E629A point mutation; inhibition, % at 9.99 µM; Q9Y6A5;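 active = mean inhibition of replicates at least 50% and at least half of replicates each reaching 50%; inconclusive = half or more replicates reach 50% but mean below 50%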;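 also: 0% = complete ARNT plus TACC3 wells and 100% = ARNT alone without TACC3; many hits fall short of the cut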
# The depositor's hits bear a star; ? = inconclusive; / = no result given.
# Start of the listing, in advance (seven entries):
SMILES,LGR2 inh,SIRT5 block,DENV2 CPE rescue,EWS-Fli block,PAX8 reporter,CASP6 VEID inh,ARNT TACC3 PPI
COc1ccc(S(=O)(=O)Nc2ccc3c(c2)CC(=O)N([C@@H](C)CO)C[C@H](C)[C@@H](CN(C)C(=O)Nc2c(C)noc2C)O3)cc1,-3.7,3.4,5.4,-5.0,-4.6,5.3,-4.4
CCn1c2ccccc2c2cc(NC(=O)c3ccccc3-c3ccccc3C(=O)O)ccc21,-4.5,3.5,-0.2,14.8,-15.8,1.1,-11.1
COc1ccc(-c2ccc3c(c2)[C@@H]2[C@@H](CCN2C(=O)C2CCCCC2)[C@H](CO)N3C)cc1,14.7,6.5,-11.5,12.7,92.7*,-4.6,7.4
Cc1ccc(NC(=O)Cn2ncn3c(cc4ccccc43)c2=O)cc1F,-6.3,-0.1,3.3,/,15.9,2.0,0.3
O=C(CSc1nnc(CNC(=O)c2ccccc2)o1)NCc1ccco1,9.8,3.0,-2.2,/,-17.4,5.7,-13.6
CC(Cc1ccsc1)NC(=O)CCc1nnc(COc2ccccc2)o1 (stereo unspecified),-2.6,-2.4,-2.2,-14.6,4.5,6.0,-1.4
C(=N\Nc1nc(N2CCCC2)nc(N2CCCC2)n1)/c1ccccc1OCc1ccccc1,-5.7,-6.9,-2.0,-10.6,-14.8,2.0,-1.4

# Results (from the top)
SMILES,LGR2 inh,SIRT5 block,DENV2 CPE rescue,EWS-Fli block,PAX8 reporter,CASP6 VEID inh,ARNT TACC3 PPI
COc1ccc(S(=O)(=O)Nc2ccc3c(c2)CC(=O)N([C@@H](C)CO)C[C@H](C)[C@@H](CN(C)C(=O)Nc2c(C)noc2C)O3)cc1,-3.7,3.4,5.4,-5.0,-4.6,5.3,-4.4
CCn1c2ccccc2c2cc(NC(=O)c3ccccc3-c3ccccc3C(=O)O)ccc21,-4.5,3.5,-0.2,14.8,-15.8,1.1,-11.1
COc1ccc(-c2ccc3c(c2)[C@@H]2[C@@H](CCN2C(=O)C2CCCCC2)[C@H](CO)N3C)cc1,14.7,6.5,-11.5,12.7,92.7*,-4.6,7.4
Cc1ccc(NC(=O)Cn2ncn3c(cc4ccccc43)c2=O)cc1F,-6.3,-0.1,3.3,/,15.9,2.0,0.3
O=C(CSc1nnc(CNC(=O)c2ccccc2)o1)NCc1ccco1,9.8,3.0,-2.2,/,-17.4,5.7,-13.6
CC(Cc1ccsc1)NC(=O)CCc1nnc(COc2ccccc2)o1 (stereo unspecified),-2.6,-2.4,-2.2,-14.6,4.5,6.0,-1.4
C(=N\Nc1nc(N2CCCC2)nc(N2CCCC2)n1)/c1ccccc1OCc1ccccc1,-5.7,-6.9,-2.0,-10.6,-14.8,2.0,-1.4
COc1cccc2cc(/C(=N/O)c3ccccc3)oc12,-3.1,-2.6,-1.5,1.8,-71.7,0.5,9.4
COc1ccc(OC)c(NC(=O)c2cc(-c3c(C)cc(C)cc3O)n[nH]2)c1,1.5,-5.1,-2.7,-4.5,-3.0,-1.4,-7.5
CCC(c1nnc(SCC(=O)Nc2cccc(S(N)(=O)=O)c2)n1-c1ccc(OC)cc1)N(C)C (stereo unspecified),-6.6,-1.2,3.2,-6.0,8.6,3.5,-5.8
CCCNC(=O)N1CC2(CCN(S(=O)(=O)c3ccccc3)CC2)c2c(n(C)c3cc(OC)ccc23)[C@@H]1CO,20.7,-2.4,-9.9,-9.0,13.2,1.7,/
Cc1nc(SCC(=O)Nc2ccc(S(=O)(=O)N3CCOCC3)cc2)c2c(C)c(C)sc2n1,36.0,0.1,17.5,1.3,43.2,-2.2,-3.0
C=CCC1=C/C(=C\c2c(N)n3nc(CC(=O)N4CCCC4)sc3nc2=O)C=C(OC)C1=O,-5.1,20.1*,-4.0,/,12.0,19.0,-7.4
CC1C=CC(C)C(C(=O)O)C1C(=O)O (stereo unspecified),-2.4,-4.0,/,/,/,22.4,-3.8
NC(=O)NC(=O)COC(=O)c1ccc(OC(F)F)cc1,-27.4,-6.6,-4.0,-12.9,2.0,-3.4,-3.5
CCOC(=O)[C@H]1[C@H]2COc3ccc(Cl)cc3[C@@H]2N2C(=O)c3cc(Cl)ccc3NC(=O)[C@@]12C,26.4,-1.7,-13.7,-4.2,12.4,1.3,11.7
COC(=O)[C@@H]1[C@@H](CO)[C@@H]2Cn3c(ccc(-c4ccc(F)cc4)c3=O)[C@@H]2N1C,-15.9,10.9,14.5,-1.9,6.3,5.2,6.4
COc1ccc(NC(=O)N(C)[C@H]2C[C@H]3c4[nH]c5ccc(-c6ccc(OC)cc6)cc5c4CCN3C(=O)[C@H]2[C@H](C)O)cc1,-4.5,-1.4,-0.3,1.2,-4.9,0.1,/
CCOC(=O)c1c(C)[nH]c(N=Nc2cc(C(=O)O)cc(C(=O)O)c2)c1C,15.1,5.2,-2.7,5.7,-2.6,5.9,-4.7
COc1ccccc1NC(=O)c1sc2ncn(Cc3cccc4ccccc34)c(=O)c2c1C,-10.1,/,/,/,24.3,/,19.2
CC(C)(C)c1ccc(-c2noc(CCC(N)=O)n2)cc1,15.2,-1.6,/,/,/,-0.9,0.0
CC1CCN(C(=O)Cn2c(=O)c3cccn3c3ccccc32)CC1,-1.6,-3.8,-1.0,6.2,9.7,1.3,9.5
O=C(Nc1cccc(Cl)c1)N(CCN1CCOCC1)Cc1cccc(Cl)c1,-8.7,0.7,-0.9,0.3,/,-3.8,-1.8
Cc1noc(C)c1C(=O)Nc1nc2ccc(F)cc2s1,-65.3,-2.9,3.2,-57.5,-237.9,9.4,4.0
CS(=O)(=O)n1nc(NCc2cccs2)nc1NCc1cccs1,/,-3.1,/,1.7,-42.7,-4.8,-13.7
C[C@@H]1CN([C@H](C)CO)C(=O)c2cccc(NC(=O)c3cnccn3)c2O[C@H]1CN(C)Cc1ccc(Cl)c(Cl)c1,-1.2,/,-1.9,-12.3,19.1,-2.9,/
COc1ccc2c3c(n(C)c2c1)[C@H](CO)N(C)CC31CCN(C(=O)Nc2cccc(F)c2)CC1,3.0,-5.4,10.9,-3.0,-9.1,-6.5,/
COCCN1CCN(Cc2cn(C)nc2-c2cccc(Cl)c2)CC1,11.7,-1.4,/,1.2,5.4,-0.7,-16.1
Cc1ccc(S(=O)(=O)N2CCCc3ccccc32)cc1,10.0,-1.6,-4.1,1.8,4.3,-0.2,/
O=C(/C=C/Nc1ccc([N+](=O)[O-])cc1)c1ccc(Br)cc1,-14.1,-0.7,-4.1,-27.9,-19.4,0.4,-13.2
CCCNC(=O)C[C@@H]1CC[C@H]2[C@H](COc3ccc(NC(=O)CC)cc3C(=O)N2C)O1,-11.7,4.8,-4.9,-0.3,-12.8,1.8,-0.6
CCN1CCN(C(=O)NC(c2ccc(C)c(F)c2)C(Cl)Cl)CC1 (stereo unspecified),/,2.9,-6.5,-2.5,-7.9,0.1,-6.4
NNC(=S)Nc1ccc(C(F)(F)F)cc1Cl,/,1.2,-2.3,-6.4,11.5,4.5,-3.1
O=C(Cc1cccs1)N1CCN(c2nc(-c3ccc(Cl)cc3)cs2)CC1,-4.3,11.2,/,11.4,/,1.8,-0.4
CC(C)Sc1nc2ccc(Br)cc2[nH]1,-16.9,-4.1,-7.1,-32.0,-25.0,-3.0,9.2
COc1ccc(NC(=O)Nc2ccc3c(c2)[C@H]2C[C@@H](CC(=O)N(C)C)O[C@@H](CO)[C@H]2O3)cc1,-3.4,-0.7,?,-0.3,/,1.7,5.9
O=C(Nc1ccccc1F)NC1CCCCCCC1,-91.9,-0.6,12.9,-127.1,-203.6,0.6,-9.3
Cc1ccc(C)c(COC(=O)CCN=C2NS(=O)(=O)c3ccccc32)c1,4.3,-2.5,-5.5,-0.8,-2.2,2.4,-3.9
NS(=O)(=O)c1cccc(NC(=O)c2cccc(-c3ccc(O)cc3)c2)c1,9.7,-9.3,-1.4,16.9,-11.6,0.1,/
COc1ccc(CNC(=O)CN(c2cc(C)cc(C)c2)S(=O)(=O)c2c(C)[nH]c(=O)[nH]c2=O)cc1,-7.8,2.4,1.2,/,21.7,3.3,-11.1
O=C(CN(c1ccccn1)S(=O)(=O)c1ccc(F)cc1)Nc1ccccc1,9.3,-3.3,-6.0,9.7,8.2,0.7,/
CC(=O)Nc1ccccc1P(=O)(c1ccccc1)c1ccccc1OC(C)=O (stereo unspecified),8.1,-1.3,-0.6,0.8,14.2,-0.7,-8.5
Cc1ccn(-c2cccc(-n3ccc(C)n3)n2)n1,-46.2,/,/,/,-241.1,/,-7.6
COc1ccccc1-n1c(SCC(=O)O)nc2c(sc(=S)n2-c2ccccc2C)c1=O,-2.6,3.0,0.9,-1.6,2.1,0.1,15.4
CC(Nc1nc(-c2ccncc2)nc2ccccc12)c1ccccc1 (stereo unspecified),-10.1,1.4,2.1,17.0,20.8,1.5,1.3
Cn1c(CN2CCN(C(=O)c3ccco3)CC2)nc2cc([N+](=O)[O-])ccc21,23.4,-1.3,-0.1,/,4.2,2.0,-4.3
CCCNC(=O)C1(C)CCCN(Cc2cccc(C(F)(F)F)c2)C1 (stereo unspecified),5.8,-0.5,10.8,7.6,-22.8,0.7,/
C[C@H]1CN([C@@H](C)CO)C(=O)c2cccc(NC(=O)C3CCOCC3)c2O[C@@H]1CN(C)Cc1ccc(Oc2ccccc2)cc1,-0.1,2.8,-0.8,-0.1,7.0,1.7,-5.3
Cc1cccc(/N=C/c2c(O)n(Cc3ccc4c(c3)OCO4)c(=O)c3ccccc23)n1,/,0.5,0.6,-5.1,-0.6,2.2,-1.5
C[C@@H]1CN([C@H](C)CO)C(=O)CCCn2cc(nn2)CO[C@@H]1CN(C)S(=O)(=O)c1cn(C)cn1,25.2,-2.7,-11.2,0.9,-9.0,0.0,-7.2
C[C@@H]1CN([C@@H](C)CO)C(=O)c2cc(N(C)C)ccc2O[C@@H](C)CCCCO[C@H]1CN(C)C(=O)c1ccccc1,14.1,0.7,8.5,-3.9,44.7,0.2,-1.0
O=C(C1CCN(C2CCN(Cc3ccsc3)CC2)CC1)N1CCOCC1,9.2,0.3,-2.1,14.7,/,-20.4,3.4
O=C(Nc1ccccc1F)N1C[C@@H]2[C@H](c3ccccc31)[C@H](CO)N2C(=O)Cc1cccnc1,-24.2,0.0,-0.8,-34.1,-27.7,/,2.3
CNC[C@H]1Oc2ccc(NC(=O)CCC(F)(F)F)cc2CC(=O)N([C@H](C)CO)C[C@@H]1C,1.4,-4.2,-11.5,-3.9,5.9,-0.5,0.0
